# Epigenetic derep = regulators of epigenetic silencing causing reporter derepression in mouse cells; murine LDR cells, GFP reporter derepression, 30 h; Potency, µM (series often up to 53.9 µM), without a hit: at the top dose GFP activation, most hits filed as activators; hit rate 0.2% among 280,000; also: potency is read from the fitted curve at half-maximal effect; % of control where 0% means no effect; nearly all actives have a fitted effect of over 60% in size
#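 Reporter derepression read as number of fluorescent GFP-positive objects, 20-120 um in size, counted by laser-scanning cytometer. Mouse LDR line with an epigenetically silenced CMV-GFP locus; compound incubation 30 h, 37 C.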
# Tau fluor counter = counter-screen for tau fibril formation inhibitors; tau K18 P301L Alexa594 fluorescence, heparin fibrillization; Potency, µM (highest dose often 57.7 µM), for inactives: top-dose activity change, negative = decrease; hit rate 0.93% among 280,000; also: potency is read from the fitted curve at half-maximal effect; % is scaled to controls: 0 for no effect and ±100 for the full control effect; nearly all actives have a fitted effect of over 55% in size
#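 Human tau K18 P301L (15 uM unlabeled, 0.24 uM Alexa 594-labeled) in 100 mM sodium acetate pH 7 with 20 uM heparin, 6 hr at 37 C. ThT 30 uM added, 1 hr ambient; Alexa 594 FP and total fluorescence read at 555/632 nm.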
# TR SRC2 fluor cs = counter-screen for TRb-SRC2 inhibitors: fluorescence interference; TRb/SRC2 Texas Red total fluorescence interference; Potency, µM (top dose mostly 106 µM), without a hit: top-dose fluorescence change, negative = quenching; hit rate 0.29% among 280,000; active = well fitted curve in either direction with a large enough effect; inconclusive = small, poorly fitted or top-dose-only effect; also: potency is read from the fitted curve at half-maximal effect; % is scaled to controls: 0 for no effect and ±100 for the full control effect
#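 Human TRb ligand-binding domain at 0.6 uM with 20 nM Texas Red SRC2 peptide in Tris buffer containing 1 uM T3 and 5% DMSO, incubated with compound 5 h at ambient temperature. Total fluorescence (555/632 nm) calculated as parallel + 2 × perpendicular.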
# Tau FP inhib = tau fibrillization inhibition (FP); P10636; AID 1468; Potency, µM (doses to about 57.7 µM), inactives show at the top dose activity, negative = inhibition, usual class: inhibitors; hit rate 0.39% among 280,000; K18 P301L tau heparin fibrillization, Alexa594 FP, 6 h; also: potency is read from the fitted curve at half-maximal effect; % is scaled to controls: 0 for no effect and ±100 for the full control effect; nearly all actives have a fitted effect of over 55% in size
#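 Human tau K18 […] P301L fragment, 15 uM unlabeled plus 0.24 uM Alexa 594-labeled tau (final), with compound and 20 uM heparin in 100 mM sodium acetate pH 7; 6 hr at 37 C, then Alexa 594 FP read.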
# CBFb RUNX1 block = CBF-beta/RUNX1 interaction disruption | AID 1477 | Q01196+Q13951 | AlphaScreen CBFb-His/RUNX1-biotin binding, biochemical | Potency, µM (highest dose often 59.8 µM), for the others: top-dose activity, negative = inhibition, most hits filed as inhibitors | 230,000 tested, under 10 active; also: % of control where 0% means no effect
# Target sequence (Q01196 whole entry, looked up): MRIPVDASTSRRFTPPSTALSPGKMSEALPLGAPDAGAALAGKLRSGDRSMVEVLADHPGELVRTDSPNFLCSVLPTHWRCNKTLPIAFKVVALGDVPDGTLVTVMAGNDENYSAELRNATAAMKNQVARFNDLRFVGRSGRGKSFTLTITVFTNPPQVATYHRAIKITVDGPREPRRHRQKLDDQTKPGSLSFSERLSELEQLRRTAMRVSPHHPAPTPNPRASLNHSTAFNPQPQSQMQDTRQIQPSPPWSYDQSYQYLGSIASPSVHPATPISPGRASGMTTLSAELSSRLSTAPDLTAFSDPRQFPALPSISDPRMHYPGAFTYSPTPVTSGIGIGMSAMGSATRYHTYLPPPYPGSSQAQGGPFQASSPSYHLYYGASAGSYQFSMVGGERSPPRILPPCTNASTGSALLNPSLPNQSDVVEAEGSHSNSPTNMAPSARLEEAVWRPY
# Target sequence (Q13951 whole entry, looked up): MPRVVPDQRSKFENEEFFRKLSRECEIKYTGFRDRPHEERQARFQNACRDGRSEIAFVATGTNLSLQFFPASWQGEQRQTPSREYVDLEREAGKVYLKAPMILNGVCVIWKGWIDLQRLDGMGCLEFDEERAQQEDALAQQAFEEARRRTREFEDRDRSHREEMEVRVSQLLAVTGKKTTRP
#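 Compounds were screened at multiple concentrations against a preformed CBF-beta(His)/RUNX1(biotin) complex (30 nM of each) for 15 min at room temperature, followed by 90 min with nickel and streptavidin beads and AlphaScreen reading.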
# aGal spleen mod = inhibits or activates alpha-galactosidase in human spleen homogenate | human spleen homogenate, 4MU-alpha-Gal fluorescence, 40 min | Potency, µM (top dose mostly 80 µM), for the others: at the highest dose activity change, negative = inhibition, most hits filed as inhibitors | hit rate 0.008% among 240,000 | P06280 | AID 2107;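 also: potency is read from the fitted curve at half-maximal effect; 0% = enzyme with vehicle and -100% = no enzyme basal signal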
#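 Spleen homogenate 1 ug + cpd (titration) + 4-MU-alpha-D-galactopyranoside 1 mM; 37C 40 min; 50 mM citrate/phosphate pH 5.0, 0.01% Tween-20; stop pH 10; fluorescence 365/440; AC50 via Hill.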
# TRb SRC2 PPI = disrupts binding of human TR beta to SRC2. P10828. TRbeta-SRC2 peptide binding, fluorescence polarization; receptor liganded with 1 µM T3. Potency, µM (highest dose often 106 µM), for inactives: at the top dose activity change, negative = inhibition, hits mostly inhibitors. hit rate 0.065% among 280,000. AID 1469;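 also: potency is read from the fitted curve at half-maximal effect; plate controls were bound peptide for no effect and peptide without receptor for full effect; nearly all actives have a fitted effect of over 50% in size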
#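 Human TRb LBD (0.6 uM) plus Texas Red-labeled SRC2 peptide (20 nM), 1uM T3, 5% DMSO, 5 hr at ambient temperature. Decreased polarization (555/632 nm) flags inhibition; data normalized to free and bound peptide controls.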
# NPSR antagonist = antagonists of human neuropeptide S receptor cAMP signaling; Q6W5P4; CHO-NPSR cells, cAMP TR-FRET, antagonist mode; Potency, µM (titrated, usually from 38.3 µM), for inactives: at the highest dose activity change, negative = inhibition, most hits filed as inhibitors; hit rate 1% among 220,000; AID 1461; also: potency is read from the fitted curve at half-maximal effect; % is scaled to controls: 0 for no effect and ±100 for the full control effect; nearly all actives have a fitted effect of over 50% in size; many of its hits are not listed in these tables
# Target sequence (Q6W5P4 whole entry, looked up): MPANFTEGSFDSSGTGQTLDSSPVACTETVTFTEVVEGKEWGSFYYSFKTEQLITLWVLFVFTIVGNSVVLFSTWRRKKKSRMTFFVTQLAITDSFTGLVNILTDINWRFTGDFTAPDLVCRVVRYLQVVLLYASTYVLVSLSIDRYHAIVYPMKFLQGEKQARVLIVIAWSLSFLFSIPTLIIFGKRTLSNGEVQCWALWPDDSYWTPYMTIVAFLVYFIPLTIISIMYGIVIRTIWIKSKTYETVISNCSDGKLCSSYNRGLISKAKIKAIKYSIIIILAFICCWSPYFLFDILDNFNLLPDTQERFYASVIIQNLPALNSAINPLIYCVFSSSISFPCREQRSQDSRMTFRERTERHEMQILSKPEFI
# An asterisk follows results filed as active; ? = inconclusive; . = no result given; [ ] = remark or other dose. Unless noted, calls follow the shape of the dose curve; as a rule, active = well fitted curve in the direction sought with a large enough effect; inconclusive = small, poorly fitted or top-dose-only effect, or another doubt; inactive = no such curve, though single readings can be large; an effect the other way counts as inactive or inconclusive. Not all compounds are listed; the hit share may differ from the screen's.
# Results follow in this order: Epigenetic derep	Tau fluor counter	TR SRC2 fluor cs	Tau FP inhib	CBFb RUNX1 block	aGal spleen mod	TRb SRC2 PPI	NPSR antagonist
- Cc1csc(NC(=O)Cc2ccccc2[N+](=O)[O-])n1
→ -2.5%	4.7%	-0.7%	0.3%	-0.7%	0.6%	-8.8%	8.0%
- CS(=O)(=O)c1nc(-c2ccccc2)cc(C(F)(F)F)n1
→ 1.0%	2.4%	-4.7%	-5.9%	5.4%	5.5%	2.2%	10µM*
- CC1Sc2ccc(C(=O)O)cc2NC1=O (stereo not given)
→ 2.2%	7.3%	-6.2%	9.3%	-2.4%	3.4%	-5.3%	1.6%[46.1 µM]
- COc1ccc(/C=C2\C(=O)NC(=S)N2C(=O)c2ccc(F)cc2)cc1
→ ?	?	?	-7.8%	-20.1%	-5.9%	-0.1%	-23.7%[46.1 µM]
- O=C(CCCCn1c(=O)c2ccccc2n(Cc2ccccc2F)c1=O)NCc1ccccc1Cl
→ 2.6%	-10.0%	-9.5%	-12.2%	.	.	11.1%	.
- COc1cc(CNCCc2ccccc2)cc(Br)c1OCC(=O)Nc1ccccc1C
→ 1.1%	-5.8%	-3.3%	7.4%	-0.4%	-0.9%	-4.1%	?
- Cc1nc(NCCCn2ccnc2)c2ccccc2n1
→ 1.6%	6.9%	-2.0%	3.6%	-2.9%	-3.5%	-6.2%	-2.0%[46.1 µM]
- Cc1ccc(NC(=O)CN(C)CC(=O)Nc2ccc(F)c(Cl)c2)cc1
→ 1.1%	-29.1%	-1.3%	-11.7%	?	-17.9%	0.9%	-4.3%
- CC1(OC(=O)CCc2ccccc2)C(=O)C=C2C=C(c3ccc(C#N)cc3)N(C3CCCCC3)C=C2C1=O (stereo not given)
→ -0.4%	-4.6%[11.6 µM]	-3.2%[11.2 µM]	3.2%[11.6 µM]	-5.4%[13.1 µM]	4.3%[17.5 µM]	-2.9%[11.2 µM]	-12.5%
- CCCC(=O)Nc1c(C)n[nH]c1C
→ -1.1%	-5.6%	0.9%	-1.9%	-0.8%	8.2%	5.7%	3.8%[46.1 µM]
- O=C(CC(Nc1ccccc1)c1ccccc1)C1CC1 (stereo not given)
→ -1.3%	-16.2%	-3.6%	?	10.9%	7.6%	-9.3%	-0.4%
- COc1cccc(-c2cc(C(=O)Nc3ccc(OC)cc3OC)no2)c1
→ 0.9%	-26.6%	-19.4%	-9.5%	.	.	0.2%	.
- CC(=O)n1cc([C@@H]2C=C(C(=O)N3CCN(Cc4ccccc4)CC3)O[C@H](OCc3ccc(CO)cc3)C2)c2ccccc21
→ 1.0%	-15.3%	-0.1%	6.0%	-15.5%	-11.2%	-9.1%	?
- COc1ccc(Cc2nnc(NC(=O)c3c(-c4ccccc4)noc3C)s2)cc1
→ -1.0%	-18.5%	-1.3%	-3.8%	-3.7%	0.6%	5.8%	-15.4%[46.1 µM]
- CC(=O)N1CCN(c2ccc(NCc3ccccc3)cc2)CC1
→ -1.0%	-20.2%	-0.8%	-4.3%	-5.7%	-2.2%	1.9%	-19.6%[46.1 µM]
- Cc1ccc(CCNC(=O)c2c(C)nn(-c3ccc(F)cc3)c2-n2cccc2)cc1
→ -0.8%	3.0%	-0.9%	9.0%	.	.	1.2%	.
- CCN=C1SC(C(=O)Nc2cc(Cl)cc(Cl)c2)CC(=O)N1CC (stereo not given)
→ 1.0%	-1.5%	-3.8%	11.8%	2.7%	-1.9%	-5.7%	-5.7%
- Cc1ccc(C(=O)NC(=S)NCCCN2CCOCC2)cc1
→ 1.9%	7.1%	-2.0%	9.1%	?	-2.4%	1.4%	3.7%
- CCCN(CCC)C(=O)Cn1c(SCc2cccc(C(F)(F)F)c2)nc2cccnc21
→ -1.2%	-3.1%	2.7%	9.7%	.	.	-3.9%	.
- CCn1c(N2CCN(S(=O)(=O)c3ccccc3C(F)(F)F)CC2)nc2ccccc21
→ -2.6%	-12.2%	-0.4%	13.9%	12.8%	-4.9%	4.5%	-20.9%[46.1 µM]
- Cc1csc(NC(=O)C2CCCCN2S(=O)(=O)c2ccccc2)n1 (stereo not given)
→ -2.6%	-5.0%	3.8%	-3.5%	-7.0%	9.5%	-0.7%	-0.4%
- CSc1cccc(NC(=S)N2CCC(N(C)C3CCCC3)CC2)c1
→ 2.5%	-7.9%	0.1%	-7.5%	-4.2%	6.9%	-3.1%	10.0%
- CC(C)[C@H]1c2ccc(F)cc2CC[C@@]1(CCN(C)CCCc1nc2ccccc2[nH]1)OC(=O)C1CC1
→ -1.9%	-20.0%	-19.5%	-9.4%	7.8%	7.0%	1.6%	.
- Nc1nc(-c2ccco2)nn1C(=O)c1ccc(F)cc1
→ 3.2%	-9.3%	2.3%	3.2%	2.4%	5.0%	1.7%	36.4%
- Oc1c(C(c2cccs2)N2CCN(c3ccccc3)CC2)ccc2cccnc12 (stereo not given)
→ 0.7%	-4.8%	-0.4%	2.4%	-15.0%	-18.2%	-14.4%	15.8µM*
- CC(C)(C)c1ccc(C(=O)OC/C(O)=C(\C#N)c2nc3ccccc3s2)cc1
→ 1.1%	-28.5%	-6.6%	7.5%	0.7%	-3.7%	-3.1%	-11.2%
- COc1ccc(S(=O)(=O)N(C)C)cc1NC(=O)COC(=O)CC1CCCC1
→ 2.6%	-14.8%	-1.9%	-2.0%	-9.6%	4.4%	-7.1%	6.9%
- CC(C)(C)N=C1NN=C(c2ccc(Cl)cc2)CS1
→ 1.1%	-14.8%	0.8%	13.4%	-16.3%	0.9%	-6.6%	-1.6%
- N#Cc1ccc(-c2cccs2)nc1SCc1ccc(Br)cc1
→ 7.3%	?	3.2%	-14.0%	.	.	-1.5%	.
- CCN(CC)c1ccc(C(=O)O)cc1
→ 0.0%	-15.9%	-2.2%	-20.7%	9.1%	-14.0%	-6.4%	-10.5%[46.1 µM]

# Single records, from the list above. Values in the order: Epigenetic derep, Tau fluor counter, TR SRC2 fluor cs, Tau FP inhib, CBFb RUNX1 block, aGal spleen mod, TRb SRC2 PPI, NPSR antagonist
# CC(C)(C)c1ccc(C(=O)OC/C(O)=C(\C#N)c2nc3ccccc3s2)cc1 is listed as 1.1%, -28.5%, -6.6%, 7.5%, 0.7%, -3.7%, -3.1%, -11.2%
# Oc1c(C(c2cccs2)N2CCN(c3ccccc3)CC2)ccc2cccnc12 (stereo not given) is listed as 0.7%, -4.8%, -0.4%, 2.4%, -15.0%, -18.2%, -14.4%, 15.8µM*
# N#Cc1ccc(-c2cccs2)nc1SCc1ccc(Br)cc1 is listed as 7.3%, ?, 3.2%, -14.0%, ., ., -1.5%, .
# CC(C)(C)N=C1NN=C(c2ccc(Cl)cc2)CS1 is listed as 1.1%, -14.8%, 0.8%, 13.4%, -16.3%, 0.9%, -6.6%, -1.6%
# Cc1csc(NC(=O)C2CCCCN2S(=O)(=O)c2ccccc2)n1 (stereo not given) is listed as -2.6%, -5.0%, 3.8%, -3.5%, -7.0%, 9.5%, -0.7%, -0.4%

# Next entries:
# Results follow in this order: Epigenetic derep	Tau fluor counter	TR SRC2 fluor cs	Tau FP inhib	CBFb RUNX1 block	aGal spleen mod	TRb SRC2 PPI	NPSR antagonist
- O=C(CCl)Nc1ccc2c(c1)OCO2
→ 2.2%	-15.6%	-0.3%	3.5%	4.5%	-1.9%	-4.0%	12.3%
- COc1cc(OC)c(C2CC(=O)N3CN(c4ccccc4C)CSC3=C2C#N)cc1OC (stereo not given)
→ 0.0%	-24.3%	-0.7%	31.6µM*	-5.0%	-6.2%	1.1%	-16.1%[46.1 µM]
- O=C(NCc1ccccn1)c1cc2c(ccc3ccccc32)oc1=O
→ -1.2%	-3.0%	-4.5%	-1.7%	-2.1%	?	8.6%	5.7%
- CCn1c(/C=C/c2ccccc2)nc2ccccc2c1=O
→ -4.9%	-13.8%	-0.8%	-3.0%	11.1%	5.9%	1.3%	56.2%
- O=C(NN1C(=O)/C(=C\c2cccnc2)SC1=S)c1ccco1
→ -0.3%	-1.6%	-3.6%	-15.9%	2.5%	0.0%	1.2%	-18.2%
- CC1CCCC(NC(=O)COC(=O)CSc2ccc3ccccc3c2)C1C (stereo not given)
→ 0.0%	-22.0%	-0.6%	5.1%	8.3%	2.1%	1.6%	1.7%
- Cc1scc(C(=O)NNC(=S)NCc2ccccc2)c1C
→ 1.9%	-6.6%	-0.6%	2.1%	2.8%	7.4%	1.5%	2.0%
- Oc1c(Cl)cc(Cl)cc1/C=N/NC(=S)NC1CC2C=CC1C2 (stereo not given)
→ 1.1%	28.2µM*[quencher]	-7.9%	7.4%	-24.7%	-1.6%	-0.4%	-15.7%
- CC(=O)Nc1c(C)nn(-c2ccc([N+](=O)[O-])cc2)c1C
→ -0.1%	-4.1%	-3.8%	3.0%	1.7%	5.3%	-3.1%	21.4%
- CC1(Cn2ccnn2)[C@H](C(=O)O)N2C(=O)C[C@H]2S1(=O)=O (stereo not given in full)
→ -2.7%	-1.1%	-1.0%	1.8%	4.7%	-0.7%	-2.6%	.
- CCOc1ccc(CNC(=O)C2CCC(=O)N2C2CCCC2)cc1OC (stereo not given)
→ 1.9%	5.4%	-1.7%	2.7%	3.6%	-6.0%	-3.1%	-8.1%[46.1 µM]
- CCOc1ccc(N2C(=O)CC(SCC(=O)O)C2=O)cc1 (stereo not given)
→ 1.1%	-4.4%	-2.3%	-1.3%	3.8%	-2.9%	-2.8%	-19.8%
- Cn1c(CC2C(=O)Nc3ccc(Br)cc32)nc2ccccc2c1=O (stereo not given)
→ 0.9%	-6.9%	0.0%	4.8%	3.7%	1.9%	-7.9%	-17.5%[46.1 µM]
- Cn1c(=O)c2c(nc(-n3ccnc3)n2Cc2ccccc2)n(C)c1=O
→ 0.0%	15.3%	-11.5%	1.8%	8.0%	2.9%	-4.7%	1.8%[46.1 µM]
